Screening results: PubChem, several laboratories
PABP1 MLLE inh – inhibitors of microRNA-mediated deadenylation, human PABP1 MLLE binding; P11940; GST-MLLE / FITC-PAM2 fluorescence polarization; inhibition, % at 20 µM; 360,000 compounds, 0.36% hits; in the data active = inhibition above about 35%, passing the limit was not always enough;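 note: plate controls were DMSO wells with GST-MLLE for no effect and wells lacking GST-MLLE protein for full effect; some results filed as inactive read as strong as hits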
Target sequence (P11940 whole entry, looked up): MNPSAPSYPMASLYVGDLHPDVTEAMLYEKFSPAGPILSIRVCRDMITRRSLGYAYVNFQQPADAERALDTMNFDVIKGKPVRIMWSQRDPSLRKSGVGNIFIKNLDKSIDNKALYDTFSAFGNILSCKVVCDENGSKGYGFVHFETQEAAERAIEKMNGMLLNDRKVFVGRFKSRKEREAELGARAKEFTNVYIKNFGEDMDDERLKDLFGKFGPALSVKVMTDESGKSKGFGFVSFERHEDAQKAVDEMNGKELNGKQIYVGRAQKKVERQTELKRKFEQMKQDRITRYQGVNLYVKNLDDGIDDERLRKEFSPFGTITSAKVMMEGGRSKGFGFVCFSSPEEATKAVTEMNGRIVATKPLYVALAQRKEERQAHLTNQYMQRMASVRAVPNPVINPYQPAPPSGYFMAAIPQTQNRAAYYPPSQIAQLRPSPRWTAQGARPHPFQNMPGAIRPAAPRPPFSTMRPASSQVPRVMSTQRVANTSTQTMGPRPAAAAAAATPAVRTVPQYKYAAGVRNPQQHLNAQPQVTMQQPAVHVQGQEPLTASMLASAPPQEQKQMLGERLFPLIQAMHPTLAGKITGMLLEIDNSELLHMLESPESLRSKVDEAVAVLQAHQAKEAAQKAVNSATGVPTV
NadD inh – inhibitors of Staphylococcus aureus NadD; purified NadD enzyme, colorimetric absorbance read-out; inhibition, % at 20 µM; AID 602399; 360,000 compounds, 0.78% hits; in the data active = inhibition above about 26%; note: some compounds past the cut are filed as inactive
TbMetRS inhib – Trypanosoma brucei MetRS inhibition; 360,000 compounds, 0.4% hits; purified T. brucei MetRS, ATP depletion, Kinase-Glo luminescence; inhibition, % at 11.9 µM; AID 624268;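 active = inhibition above a per-plate cutoff of the control wells' mean inhibition plus 3 SD, cut at about 5.5% in these data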;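 note: 0% = DMSO wells median and 100% = median of wells with control inhibitor compound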
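Dosing: 11.9 µM single point; system: parasite MetRS enzyme; technique: luminescence of leftover ATP; times: 15 min enzyme-compound preincubation, 2 h reaction, 10 min detection, 25 °C; replicates: each compound tested once; read-out basis: percent inhibition relative to median high and low control wells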
SUMO1 PPI mod – alters human SUMO1 binding to SIM partners; P63165; AID 602429; inhibition, % at 20 µM; 360,000 compounds, 0.33% hits; SUMO1 binding to a labelled peptide, TR-FRET, 1 h; in the data active = inhibition above about 37%
Target sequence (P63165 whole entry, looked up): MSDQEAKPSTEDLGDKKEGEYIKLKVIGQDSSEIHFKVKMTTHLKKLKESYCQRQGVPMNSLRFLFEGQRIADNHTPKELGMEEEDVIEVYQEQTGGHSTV
DNMT1 block – blocks human DNA methyltransferase DNMT1; P26358; DNMT1 molecular beacon, Hinp1I cleavage, fluorescence; inhibition (reported as % activation of signal), % at 10 µM; 360,000 compounds, 0.83% hits; AID 588458; in the data active = inhibition above about 50%
STEP block – STEP (human) phosphatase inhibition; recombinant STEP, OMFP fluorogenic substrate, fluorescence; 360,000 compounds, 0.25% hits; AID 588621; inhibition, % at 20 µM;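 active = inhibition at 20 µM, scaled per plate between control wells, above about 37%, limit read from the data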;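 note: 0% = DMSO with enzyme and substrate and 100% = substrate only without enzyme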
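material = STEP tyrosine phosphatase | reagent = fluorogenic phosphatase substrate OMFP at 25 µM final | doses = single compound dose of 20 µM, 1% DMSO final | schedule = 20 min reaction, room temperature, in the dark | measured by = fluorescence, 480/540 nm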
LMPTP inh – blocks human LMPTP phosphatase; inhibition, % at 20 µM; 360,000 compounds, 0.22% hits; recombinant LMPTP-A, OMFP fluorogenic substrate, fluorescence intensity; AID 651560;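 active = compounds that cut the enzyme signal by at least half of the control window in the single-dose screen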;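 note: plate controls were DMSO wells with enzyme plus substrate for no effect and substrate without enzyme for full effect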
Target sequence (P24666 whole entry, looked up): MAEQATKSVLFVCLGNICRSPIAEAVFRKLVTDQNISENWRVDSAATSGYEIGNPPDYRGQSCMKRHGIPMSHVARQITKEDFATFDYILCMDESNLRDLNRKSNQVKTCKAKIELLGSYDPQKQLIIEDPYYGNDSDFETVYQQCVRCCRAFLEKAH
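Assay system: LMPTP-A enzyme. Input: 0.625 nM LMPTP-A final. Probe or stimulus: 400 µM OMFP. Compound dosing: single 20 µM dose. Schedule: 50 min dark incubation at room temperature. Detection: fluorescence intensity of OMFP turnover product. Read-out: percent inhibition versus substrate-only and uninhibited controls. Benchmarks: no-enzyme low control, uninhibited high control.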
CSN inh – blocks human CSN-mediated cullin deneddylation; Q92905; Purified CSN, SCF-Nedd8-OG deneddylation, fluorescence polarization; inhibition, % at 12.5 µM; 360,000 compounds, 0.38% hits;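 active = pattern-corrected inhibition above about 35%, with an unprinted fluorescence ratio check between 0.5 and 1.5, limit read from the data, passing the limit was not always enough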;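 note: 0% = enzyme with substrate and 100% = substrate without enzyme; some results filed as inactive read as strong as hits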
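Test system: purified human Csn5 enzyme expressed in HEK293T cells. Amount: 0.24 nM enzyme. Reagent: SCFSkp2-Nedd8OG substrate at 10 nM final. Schedule: 90 min incubation of compound, enzyme and substrate at room temperature. Detection: fluorescence polarization. Read-out: % inhibition of substrate cleavage by Csn5.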
Scp-1 inhibitor – Scp-1 (human) phosphatase inhibition. Q9GZU7. Recombinant Scp1, phosphopeptide, malachite green phosphate absorbance. inhibition, % at 20 µM. 340,000 compounds, 0.88% hits. AID 493091;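 active = inhibition above about 50% at 20 µM, limit read from the data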;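 note: plate controls were DMSO wells with enzyme for no effect and wells lacking enzyme for full effect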
Target sequence (Q9GZU7 76-261 limits assumed): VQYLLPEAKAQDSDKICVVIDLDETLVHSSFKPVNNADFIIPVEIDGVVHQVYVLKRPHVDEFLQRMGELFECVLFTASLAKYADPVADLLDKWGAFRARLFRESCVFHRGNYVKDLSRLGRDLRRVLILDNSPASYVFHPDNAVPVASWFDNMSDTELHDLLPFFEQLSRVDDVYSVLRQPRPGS
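Test system: SCP-1 phosphatase catalytic domain, residues 76-261; measured by: colorimetric phosphate reagent with accelerator and stabiliser, absorbance at 630 nm; timing: enzyme reaction 45 min at room temperature, colour 5 min, stabilisation 30 min; also added: Phosphorylated 17-residue peptide substrate; compound dosing: one concentration, 20 µM, with 1.0% DMSO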
Rpn11 inh – blocks the human proteasome subunit Rpn11; O00487; human 26S proteasome, Ub4-pepOG fluorescence polarization; 20S core pre-blocked with epoxomicin; calls only at 20 µM; 360,000 compounds, 0.59% hits; AID 588493;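 active = inhibition at 20 µM, scaled to each plate's controls, above about 33%, limit read from the data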
* marks the source's active call; other numbers are inactive results; i = inactive; . = no result given.

SMILES	PABP1 MLLE inh	NadD inh	TbMetRS inhib	SUMO1 PPI mod	DNMT1 block	STEP block	LMPTP inh	CSN inh	Scp-1 inhibitor	Rpn11 inh
CC1=CCn2c(=O)c3ccccc3c(=O)n2C1	-4	-3	-0.3	-1	1	-1	-0.3	4	-4	i
CCN(CC)CCNC(=O)C1c2cc(OC)c(OC)cc2C(=O)N(C)C1c1cccs1 (centres undefined)	3	-6	-0.6	-3	-7	0	0.1	-4	-2	i
O=C(O)CC1(CC(=O)Nc2ccc3ccccc3c2)CCCCC1	-11	-5	-0.1	-4	1	2	-1.9	0	-5	i
Cc1noc(C(=O)Nc2ccc(C#N)cc2)c1Cl	5	-3	-0.6	19	-3	0	-2.2	4	-5	i
CS(=O)(=O)N(Cc1ccc(F)cc1)Cc1nc2ccccc2c(=O)[nH]1	-1	8	-0.5	-4	2	0	-1.2	3	-2	i
NS(=O)(=O)c1ccc(CCNc2ccnc3cc(Cl)ccc23)cc1	10	-1	1.9	4	-1	1	-0.2	4	-1	i
CCCCN(C(=O)c1ccc(-n2nc(C)cc2C)cc1)c1c(N)n(CCC)c(=O)[nH]c1=O	1	6	-0.4	5	0	-2	-0.7	-1	-4	i
CC1(C)CC(=O)C(C=NCCN2CCN(C3CC(=O)N(c4ccc(Br)cc4)C3=O)CC2)=C(O)C1 (centres undefined)	-11	-2	-0.2	0	4	-1	-0.8	-9	-6	i
CCN(CCc1ccccc1)c1ccc2c(c1)C1CC2CCN1C(=O)OCc1ccccc1 (centres undefined)	0	8	0.2	5	6	-2	3.4	7	8	i
O=C(Nc1ccccc1)/C(=C\c1ccccc1)NC(=O)c1ccco1	22	1	-0.8	-5	0	0	-0.3	1	-3	i
N=C1/C(=C\c2ccc(OC(=O)c3ccc(F)cc3)cc2)C(=O)N=C2SC(N3CCOCC3)=NN12	-4	19	-0.1	-3	8	2	0.7	3	66*	i
O=C(COC(=O)CNS(=O)(=O)c1cc(C(F)(F)F)ccc1Cl)NC1CC1	11	3	-0.3	3	5	-3	-0.7	1	2	i
O=C(c1ccc2c3n(nc2c1)-c1ccc(Cl)cc1CO3)N1CCOCC1	-25	3	-0.4	-24	8	1	-1.0	-5	0	i
O=C(NC(=S)Nc1ccccc1)c1csnn1	37*	0	-0.6	0	0	2	1.0	2	-5	i
OC1COCOC1C(O)C1OCOCC1O (centres undefined)	-5	-2	-0.3	1	4	2	-0.9	0	-7	i

Structures listed so far shown as hits in PABP1 MLLE inh.
SMILES	PABP1 MLLE inh	NadD inh	TbMetRS inhib	SUMO1 PPI mod	DNMT1 block	STEP block	LMPTP inh	CSN inh	Scp-1 inhibitor	Rpn11 inh
O=C(NC(=S)Nc1ccccc1)c1csnn1	37*	0	-0.6	0	0	2	1.0	2	-5	i

Going on with the list.
SMILES	PABP1 MLLE inh	NadD inh	TbMetRS inhib	SUMO1 PPI mod	DNMT1 block	STEP block	LMPTP inh	CSN inh	Scp-1 inhibitor	Rpn11 inh
COc1cccc(/C=N/NC(=O)c2ccccc2NC(=O)c2ccco2)c1OC	5	5	-0.4	4	-2	5	0.5	-3	-7	i
COc1ccc(N2C(=O)/C(=C\c3ccco3)N=C2SCC(=O)NC(C)(C)C)cc1Cl	10	31*	-0.1	-15	-6	3	2.8	8	1	i
CCOC(=O)c1cc(-c2ccc(F)cc2)n(CC(=O)Nc2nccs2)c1C	8	-5	-0.5	1	-13	-2	0.6	7	-2	i
O=C1C=C(O)C(n2cncn2)C(c2ccc(F)cc2)C1 (centres undefined)	6	4	-0.3	-1	3	-1	-0.6	1	0	i
CCN(CC)C(=O)CN1CCN(Cc2ccc3c(c2)OCO3)CC1	5	-2	0.6	5	0	-2	-2.6	-5	-12	i
COc1ccc(S(=O)(=O)N(C)CC(=O)N2CCN(C)CC2)cc1Cl	3	-4	0.6	3	0	5	-0.6	3	1	i
CC(=O)c1ccc(NC(=O)c2c(C)nn(-c3ccccc3)c2Cl)cc1	-4	-1	-0.7	-6	-2	0	1.0	2	-3	i
Cc1cc(Br)cc(Cl)c1OCC(=O)N1CCN(C(=O)c2ccco2)CC1	-3	-6	-0.2	2	2	-1	-1.2	3	-12	i
O=C(CCN1CCN(c2ccccc2)CC1)N/N=C/c1ccc(O)c(O)c1O	19	30	-0.4	23	79*	4	67*	42	1	i
COC(=O)c1ccccc1NC(=O)C1CCCN(S(=O)(=O)c2ccc(OC)cc2)C1 (centres undefined)	8	-8	-0.5	0	-6	-2	2.5	0	-16	i
COc1cc(CN2CCCCCC2)cc(Br)c1O	-8	1	0.0	1	2	0	-3.8	5	-6	i
CC[C@]12c3[nH]c4ccc(OC)cc4c3CCN1C(=O)C(CC(=O)NCCCN(C)C)C[C@@H]2C(=O)N1CCN(C(=O)C2CC2)CC1 (some centres undefined)	6	-5	-0.3	-18	1	-1	-7.7	3	9	i
CC(=O)Nc1ccc(S(=O)(=O)NNc2cccc(C)c2)cc1	21	10	0.1	-1	-3	1	-1.1	-5	-8	i
O=C(N/N=C/c1ccc[nH]1)c1ccc([N+](=O)[O-])cc1	8	-1	0.3	-21	-2	0	-0.8	-3	-3	i
COc1ccc2[nH]cc(CCNC(=O)C3CC(=O)N(c4ccc(Cl)cc4)C3)c2c1 (centres undefined)	-7	-7	-0.7	0	-13	1	2.4	0	-1	i

Next part (three carried over from the part before).
SMILES	PABP1 MLLE inh	NadD inh	TbMetRS inhib	SUMO1 PPI mod	DNMT1 block	STEP block	LMPTP inh	CSN inh	Scp-1 inhibitor	Rpn11 inh
CC(=O)Nc1ccc(S(=O)(=O)NNc2cccc(C)c2)cc1	21	10	0.1	-1	-3	1	-1.1	-5	-8	i
O=C(N/N=C/c1ccc[nH]1)c1ccc([N+](=O)[O-])cc1	8	-1	0.3	-21	-2	0	-0.8	-3	-3	i
COc1ccc2[nH]cc(CCNC(=O)C3CC(=O)N(c4ccc(Cl)cc4)C3)c2c1 (centres undefined)	-7	-7	-0.7	0	-13	1	2.4	0	-1	i
COC(=O)CCNS(=O)(=O)c1ccc2ccccc2c1	-1	-6	-0.3	-3	1	1	-3.0	7	-10	i
CCC(C)NC(=O)C1CCC(=O)N1CCc1ccccc1 (centres undefined)	-2	-2	-0.4	1	-1	-1	-1.6	-3	-6	i
C=C1C(=O)[C@]23C[C@H]1CC[C@H]2[C@]1(C)[C@@H](OC(C)=O)CC[C@@](C)(C(=O)OC)[C@H]1C[C@@H]3OC(C)=O	9	-1	0.1	2	-19	0	-0.2	7	.	i
CCOc1cc(C(C(=O)NCC2CCCO2)N(C(=O)Cn2nnc3ccccc32)c2ccccc2OC)ccc1O (centres undefined)	10	1	0.4	1	-2	1	-1.6	1	-10	i
Cc1ccc(F)c(NC=C2C(=O)OC(C)(C)OC2=O)c1	-2	-3	-1.2	1	12	-4	-1.5	-1	1	i
COc1cc(/C=C2/C(=O)N=C(N)N2C)cc(OC)c1OC	-5	-2	-0.4	-5	2	4	1.5	5	-7	i
CN(C)C(=O)c1ccc(NC(=O)c2cccc(-n3cnnn3)c2)cc1	-56	5	0.0	2	6	1	1.1	0	.	i
NC(=O)CSc1ccc(S(=O)(=O)N2CCCCC2)cn1	-2	8	-0.3	-6	3	-4	-0.7	14	1	i
Cc1ccnc(N2C(=O)CSC2c2ccc(Cl)cc2)c1 (centres undefined)	12	-1	0.9	1	-4	1	-0.5	4	-8	i
O=C(NC(=S)NCCc1ccccc1)C1CCCCC1	17	-7	-0.4	-2	8	-1	-0.4	-12	-8	i
O=c1ccccn1Cc1c(F)cccc1Cl	3	1	0.1	-1	-1	0	-0.8	-3	0	i
O=C(/C=C/c1ccc(S(=O)(=O)N2CCOCC2)cc1)NC(=S)NCCCn1ccnc1	34	3	0.5	-1	0	2	0.6	-2	-11	i
CCc1ccccc1NC(=O)N[C@H](C(=O)O)C(C)CC (some centres undefined)	0	0	-0.1	3	1	3	-0.3	2	3	i
CCOC(=O)N1CCC(Nc2c(Nc3ccc(C)c(C)c3)c(=O)c2=O)CC1	-6	-5	0.9	0	-7	-1	1.7	-1	0	i
O=C1CCN(Cc2ccc([N+](=O)[O-])cc2)CCN1CCO	12	-4	-0.2	-21	2	-2	-1.7	3	-8	i
C=CCN=C(CC)C1=C(O)CCCC1=O	6	4	-0.6	-2	2	3	0.0	-3	6	i
C=CCNC(=O)c1ccc2c(c1)S(=O)(=O)c1ccccc1C2=O	-3	-4	-0.2	-42	-3	-2	-0.3	-4	0	i
CCOC(=O)c1sc(=NC(=O)C2CC2)n(C)c1C	4	-9	-1.1	4	-4	-3	-2.3	5	-2	i
COCCn1c(=S)[nH]c2cc(C(=O)NCCCN3CCOCC3)ccc2c1=O	-34	0	-0.5	1	2	5	-1.6	-1	-2	i
O=C(CN(C(=O)c1csnn1)c1cccc(F)c1)NCc1ccc2c(c1)OCO2	23	2	1.2	-2	-1	0	-0.1	-4	-3	i
Cc1ccc2occ(/C=N/NC(=O)c3ccccc3O)c(=O)c2c1	1	5	-0.3	-2	4	2	-1.2	3	-6	i
C[C@H](CO)N1C[C@H](C)[C@@H](CN(C)S(=O)(=O)c2cn(C)cn2)Oc2c(NS(=O)(=O)c3ccccc3)cccc2C1=O	-14	4	1.0	4	4	2	-1.1	-6	-11	i
CC(=O)c1ccc2noc(-c3ccccc3)c2c1	7	3	0.0	-13	-5	-1	0.5	4	10	i
O=[N+]([O-])c1ccccc1N/N=C/c1cc2ccccc2nc1Cl	-6	4	-0.5	-7	36	-2	5.2	-3	-3	i
COc1ccc(CN(C(=O)c2cc3ccccc3oc2=O)C2CCS(=O)(=O)C2)cc1OC (centres undefined)	-5	-7	-0.8	-9	1	-4	-1.1	3	-6	i
COc1cccc(N2CCN(Cc3nc4ccccc4c(=O)[nH]3)CC2)c1	-5	-2	-2.0	4	-1	-3	-1.5	-1	1	i
COc1ccc(CCNC(=O)c2ccc3c(c2)S(=O)(=O)N=C2CCCCCN23)cc1OC	-30	3	-0.3	-3	2	-4	0.8	-3	.	i
COC(=O)c1cc(OC)c(OC)cc1NC(=S)N1CCOCC1	8	-4	-1.1	5	-2	2	-0.2	0	-3	i
O=C(N[C@@H](Cc1ccccc1)C(=O)O)c1c(F)c(F)c(F)c(F)c1F	3	-8	-0.2	0	2	-3	-0.6	-9	12	i
COCCn1cnc2cc(C)c(C)cc21	-11	-1	-0.3	1	0	7	-1.4	-5	-4	i

Hits appear at their usual frequency (roughly 3.6% active in at least one column).
